Source: PubChem BioAssay
NR2E3 ag-1: activates human NR2E3 receptor | Q9Y5X4 | CHO-S Gal4-NCOR/VP16-NR2E3 two-hybrid, luciferase | inhibition of corepressor binding, % at 3.98 µM | 360,000 tested, 0.35% active | AID 602229;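 active = inhibition above the mean of all tested compounds plus 3 SD, cut at about 70% in these data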;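 also: 0% = DMSO with NR2E3 transfected cells and 100% = cells lacking NR2E3 construct; higher means lower luciferase signal from less NR2E3 corepressor binding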
Target sequence (Q9Y5X4 whole entry, looked up, the tested form may be a part): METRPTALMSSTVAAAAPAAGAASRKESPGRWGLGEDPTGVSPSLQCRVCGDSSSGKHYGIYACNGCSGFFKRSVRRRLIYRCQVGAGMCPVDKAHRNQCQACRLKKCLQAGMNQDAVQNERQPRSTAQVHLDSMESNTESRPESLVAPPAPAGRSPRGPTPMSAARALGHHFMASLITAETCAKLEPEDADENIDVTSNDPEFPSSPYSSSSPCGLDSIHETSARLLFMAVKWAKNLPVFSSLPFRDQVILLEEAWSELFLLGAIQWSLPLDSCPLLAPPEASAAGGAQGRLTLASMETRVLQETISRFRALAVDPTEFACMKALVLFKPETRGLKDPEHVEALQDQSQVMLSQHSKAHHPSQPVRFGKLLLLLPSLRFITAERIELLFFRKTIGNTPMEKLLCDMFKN
CaV13 ICDI inh: Primary screen for inhibitors of IQ motif and Ca2+-dependent inactivation inhibitor domain binding in CACNA1D, Förster resonance energy transfer in living cells, …; inhibition, % at 12.3 µM; 340,000 tested, 0.098% active; HEK cells, CFP/YFP FRET ICDI-IQ, plate reader, 10 min; percent FRET-ratio fall versus neutral wells;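 active = mean replicate inhibition of at least 30% and at least 1% of replicates passing that level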;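 also: 0% = median of the neutral control wells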
Cardio protect: modulators protecting cardiomyocytes from myocardial damage. H9c2 cardiomyocytes, H2O2 injury protection, ATPLite, 2 h. protection from H2O2 cell death, % at 20 µM. 360,000 tested, 0.63% active;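 active = compounds giving at least 50% protection of heart cells from peroxide-induced death in the single-dose screen, raw or plate-pattern-corrected value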;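 also: 0% = DMSO wells with peroxide and 100% = DMSO wells without peroxide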
PDI inh: blocks human protein disulfide isomerase activity | P07237 | PDI insulin aggregation turbidity, A650, 90 min | inhibition, % at 10 µM | 350,000 tested, 0.052% active;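 active = mean inhibition across replicates of 30% or more, whatever share of single replicates reach that level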;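 also: absorbance from insulin aggregation driven by PDI reduction with DTT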
Target sequence (P07237 whole entry, looked up): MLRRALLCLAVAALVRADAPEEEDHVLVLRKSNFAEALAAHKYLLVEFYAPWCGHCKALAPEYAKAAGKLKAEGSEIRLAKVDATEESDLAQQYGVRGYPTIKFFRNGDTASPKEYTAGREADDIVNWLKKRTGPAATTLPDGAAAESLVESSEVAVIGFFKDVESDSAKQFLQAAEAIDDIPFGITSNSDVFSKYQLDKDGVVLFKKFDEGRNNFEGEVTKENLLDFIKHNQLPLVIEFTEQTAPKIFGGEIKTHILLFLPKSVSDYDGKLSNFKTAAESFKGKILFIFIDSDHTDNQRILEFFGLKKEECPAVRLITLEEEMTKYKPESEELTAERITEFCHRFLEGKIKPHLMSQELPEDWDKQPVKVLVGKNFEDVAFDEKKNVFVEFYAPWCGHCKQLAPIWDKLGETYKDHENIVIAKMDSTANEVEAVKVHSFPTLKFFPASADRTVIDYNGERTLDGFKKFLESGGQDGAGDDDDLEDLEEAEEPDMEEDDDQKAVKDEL
TRPM1 prom inh: inhibitors of MITF-driven TRPM1 promoter in melanoma cells; inhibition, % at 12.5 µM; AID 488899; 330,000 tested, 0.83% active; SK-MEL-5 TRPM1 promoter luciferase, 24 h;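 active = mean inhibition across replicates of 60% or more, whatever share of single replicates reaches that level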; also: values of inactives mirror those of a sister screen read the other way
Shn3 3UTR inh: Schnurri-3 reporter inhibition in Clone20 osteoblasts; 360,000 tested, 0.52% active; Clone20 osteoblast Shn3 3'UTR firefly luciferase, 24 h; inhibition, % at 12.5 µM;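 active = mean inhibition of at least 75% with every replicate also reaching 75%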;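 also: 0% = median of neutral control wells and 100% = pilot-screen positive control compound; some compounds past the cut are filed as inactive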
HIF-2a block: inhibitors of HIF-2a; 786-0 RCC cells HIF-2a reporter, luciferase luminescence, overnight; 360,000 tested, 0.72% active; AID 624352; inhibition, % at 18.8 µM;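 active = inhibition of the luminescence signal of 40% or more relative to plate controls, in a single-dose primary screen at 18.75 µM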
iPSC survival up: hiPSC single-cell survival enhancement; ATPlite luminescence; 100% = ROCK inhibitor wells, 0% = DMSO; survival enhancement, % at 20 µM; 360,000 tested, 0.044% active; AID 602274; in the data active = survival enhancement above about 18%;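 also: cells exposed to compounds for 16 hours before the ATP read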
NR2E3 ag-2: agonists of human nuclear receptor NR2E3; Q9Y5X4; GST-NR2E3/biotin-RetCOR TR-FRET, 1536-well; inhibition of corepressor binding, % at 4.78 µM; 320,000 tested, 0.12% active; AID 2300;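 active = percent inhibition above the cutoff of mean plus 3 SD of all tested compounds, set per screening campaign, cut at about 20% in these data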;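 also: 0% = DMSO wells and 100% = biotin wells as full block of FRET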
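System: GST-tagged NR2E3 plus biotinylated RetCOR corepressor; Amount: 1.35 nM GST-tagged NR2E3 final; Dosing: single nominal compound dose of 4.8 µM; Schedule: 5 h incubation at 4 °C; Technique: TR-FRET with europium anti-GST and streptavidin-D2, 340 nm excitation; Controls: biotin wells as high control, 0.6% DMSO wells as low control.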
Peg3 prom inh: inhibitors of Peg3 promoter. HeLa PEG-Prom luciferase reporter, luminescence, overnight. inhibition, % at 20 µM. 360,000 tested, 1.7% active. AID 588405;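 active = inhibition of at least 50% at 20 µM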
HTR2A ag: mouse HTR2A agonism via beta-arrestin recruitment; P35363; CHO-K1 mHTR2A beta-arrestin complementation, luminescence; percent of 30 µM serotonin response; activation, % at 7.6 µM; 360,000 tested, 0.66% active;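 active = activation above a run cutoff, the mean activation of all tested compounds plus 3 SD, cut at about 14% in these data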;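 also: 0% = plate median of compound wells and 100% = 30 µM serotonin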
Numbers without * were called inactive; x = not tested or not shown.

cpd	canonical_smiles	NR2E3 ag-2	HTR2A ag	NR2E3 ag-1	Shn3 3UTR inh	CaV13 ICDI inh	Cardio protect	TRPM1 prom inh	HIF-2a block	Peg3 prom inh	PDI inh	iPSC survival up
1	CCOC(=O)c1c(NC(=O)c2ccc(N3C(=O)C4C5C=CC(C5)C4C3=O)cc2)sc2c1CCCC2 (centres undefined)	-2	0	3	5	-6	0	0	18	9	-10	0.1
2	CC(=O)Nc1ccc(NC(=O)C(C)OC(=O)c2c(C)nn(-c3ccccc3)c2Cl)cc1 (centres undefined)	-3	1	-12	2	-5	20	6	16	12	10	-0.7
3	COc1ccc(C(=O)NNC(=O)C(=O)N2CCCCC2)cc1OC	-2	0	4	2	-7	0	-8	3	9	-2	0.6
4	Cc1ccccc1S(=O)(=O)NC(=NCc1ccc(F)cc1)c1ccccc1	x	-1	-13	-5	-8	1	-3	11	15	0	-1.0
5	CC1CN(C2CCN(C(=O)c3cccc(Cl)c3)CC2)CC(C)O1 (centres undefined)	0	2	-27	14	-4	4	0	26	15	-12	-3.6
6	COC(=O)C[C@H]1C[C@H]2c3cc(NS(=O)(=O)c4ccc(OC)cc4)ccc3O[C@H]2[C@H](CO)O1	x	-2	-35	-5	-7	0	x	-3	-8	6	-2.2
7	CCCn1c(N)c(C(=O)CN(C)CC(=O)Nc2c(Cl)cccc2Cl)c(=O)[nH]c1=O	3	-2	9	-25	-17	1	8	26	36	-1	-0.2
8	CCCSc1ccc2nc(NC(=O)OC)[nH]c2c1	1	2	-63	-13	-5	-17	-25	-193	-154	-3	-4.8
9	Cc1ccc(S(=O)(=O)NC(=O)N2CCCC(C)(C)C2)cc1	3	0	7	17	-3	1	8	8	4	-4	-4.8
10	CS(=O)(=O)c1ccc2nc(NC(=O)CN3CCN(Cc4ccccc4)CC3)sc2c1	0	0	-28	7	-3	4	-5	14	12	15	1.1
11	CC(C)c1ccc(-c2nnc(N)s2)cc1	-2	4	-79	-83	-5	-3	-31	-150	-224	0	-2.6
12	NC(=O)c1ccccc1OCc1nc2ccccc2s1	1	0	-118	-50	-2	6	-54	-124	-286	6	-0.7
13	O=C(O)/C=C\C(=O)Nc1ccccc1C#Cc1ccccc1	0	3	-125	-80	-9	6	-26	-172	-62	-3	-0.1
14	O=C(Nc1nc2ccccc2n1CCOc1ccccc1)c1ccco1	1	-6	6	9	-5	9	-11	-102	-56	-6	3.2
15	CC1CCN(C2CCN(S(=O)(=O)c3ccc(C(F)(F)F)cc3)CC2)CC1	4	-1	9	16	-3	2	-9	8	15	2	0.0
16	Cc1nn(-c2ccc(Cl)cc2)c2[nH]c(=O)c(CNCc3ccc4c(c3)OCO4)cc12	2	-3	-11	-3	x	-1	22	17	-7	-7	-1.7
17	Nc1cc(Cl)ccc1C(=O)OCC(=O)NC(=O)NCc1ccccc1	0	2	-18	5	-4	-15	11	-3	16	14	-1.2
18	COc1ccc(OC)c(N(CC(=O)N2CCc3ccccc3C2)S(C)(=O)=O)c1	0	1	24	-2	-7	2	10	11	-7	4	2.9
19	Fc1cccc(NC(=S)NCCCN2CCOCC2)c1	0	1	-39	2	x	13	0	7	17	1	-2.4
20	C=CCn1c(N)cc(=O)nc1SCC(=O)Nc1ccc2ccccc2c1	4	-1	20	-1	x	12	1	-1	8	-3	-0.1
21	COc1ccc(-c2c3c(=O)n(C)c(=O)n(C)c3cn2-c2ccc(O)cc2)cc1	3	0	4	-5	-4	3	-10	11	9	7	-0.2
22	COc1ccc(-n2c(Cc3cccn3C)nnc2SCC(N)=O)cc1	2	1	-20	-14	-3	6	0	3	5	x	-0.5
23	COc1ccc(C(CNC(=O)COc2ccccc2C)N2CCCCC2)cc1 (centres undefined)	5	3	12	-13	-2	-4	3	4	1	-8	0.4
24	CCOC(=O)Oc1ccc(/C=C2\N=C(C)OC2=O)cc1	0	3	-1	5	-6	14	8	19	7	1	-0.7
25	O=C(Nc1ccccc1)c1ccc(=O)n(Cc2cccc(Cl)c2)c1	-1	1	-7	7	-7	0	33	4	5	5	-1.9
26	O=C(Cc1ccc(Cl)cc1)NNC(=S)NC(=O)c1cccs1	-1	0	-23	4	-4	14	2	3	5	6	-0.8
27	CCCCn1nnnc1C(CCSC)N1CCN(C/C=C/c2ccccc2)CC1 (centres undefined)	x	-4	-12	26	-5	-2	x	-2	6	x	1.3
28	O=C1NC(Cc2c[nH]c3ccccc23)C(=O)N1CCOc1ccc(F)cc1 (centres undefined)	0	-1	-12	-8	-3	1	4	2	12	-8	1.8
29	COc1cccc(C2Nc3ccccc3NC3=C2C(=O)CC(C)(C)C3)c1 (centres undefined)	1	-1	6	-17	-21	-1	-11	14	0	-3	-0.5
30	COc1cc(OC)c(NC(=O)C2CC(=O)N(c3ccc4c(c3)OCCO4)C2)cc1Cl (centres undefined)	-7	-4	13	0	-6	5	11	1	9	0	0.4
31	Cc1nc2cccnc2nc1C	0	1	-6	-6	-19	2	-14	20	17	6	-0.5
32	O=C(O)c1cc2nc3c(c(C(F)(F)F)n2n1)CCCC3	4	2	-30	8	11	-3	2	19	2	-1	-0.1
33	Cc1occc1C(=O)NNC(=O)Nc1ccc([N+](=O)[O-])cc1	0	2	-32	-8	-8	-4	2	0	-4	7	-0.6
34	Cc1cc(NC(=O)CSc2ccnc(=O)[nH]2)no1	2	5	3	-5	-4	5	-6	19	5	0	-0.4
35	CCC1(C)NC(=O)N(CC(=O)Nc2sc3c(c2C(N)=O)CCC3)C1=O (centres undefined)	0	-1	-3	14	-3	4	8	9	17	1	-1.5
36	CCC(C)NC(=O)c1ccccc1NC(=O)CN(c1ccc(OC)cc1)S(C)(=O)=O (centres undefined)	-1	7	-5	3	-9	4	7	4	14	2	-0.7
37	CCCOc1cccc(C(=O)N2CCN(C(=O)C3CCCO3)CC2)c1 (centres undefined)	-2	8	-12	-6	x	-1	-9	7	5	7	-0.2
38	COc1ccc(-c2nn(Cc3ccccc3)cc2C(=O)N2CCN(c3ncccn3)CC2)cc1	5	0	-3	-15	-5	10	5	-1	17	-9	0.7
39	COc1ccc(NS(=O)(=O)c2ccc(O)c(NC(=O)c3cc4c(C)nn(-c5ccc(F)cc5)c4s3)c2)cc1	1	-4	-20	41	x	11	6	4	19	-5	0.9
40	O=C(/C=C/Nc1cccc(O)c1)c1ccccc1	0	-2	-174	-24	-4	-25	-7	-272	-122	-6	-4.4
41	O=C(NC(=S)N1CCCC(O)C1)c1ccco1 (centres undefined)	x	6	-8	7	-2	8	0	7	0	14	0.5
42	CN(C)C(=O)COC(=O)c1ccccc1Sc1ccccc1C#N	3	-4	-1	-19	-7	3	-3	7	-11	6	-0.5
43	O=C(c1cccs1)N1CCC(Cc2ccccc2)CC1	6	0	8	-7	-5	-6	-5	3	-9	-6	3.8
44	Cc1cc(C)n(CCNC(=O)c2cc(COc3c(F)cccc3F)on2)n1	4	0	17	-80	-6	5	-12	-12	1	1	1.4
45	CCCC(=O)NNc1c2ccccc2nc2ccccc12	-7	-3	-19	5	-4	-2	-15	9	10	-1	3.8

Among those listed so far, these contain fluorine.
cpd	canonical_smiles	NR2E3 ag-2	HTR2A ag	NR2E3 ag-1	Shn3 3UTR inh	CaV13 ICDI inh	Cardio protect	TRPM1 prom inh	HIF-2a block	Peg3 prom inh	PDI inh	iPSC survival up
4	Cc1ccccc1S(=O)(=O)NC(=NCc1ccc(F)cc1)c1ccccc1	x	-1	-13	-5	-8	1	-3	11	15	0	-1.0
15	CC1CCN(C2CCN(S(=O)(=O)c3ccc(C(F)(F)F)cc3)CC2)CC1	4	-1	9	16	-3	2	-9	8	15	2	0.0
19	Fc1cccc(NC(=S)NCCCN2CCOCC2)c1	0	1	-39	2	x	13	0	7	17	1	-2.4
28	O=C1NC(Cc2c[nH]c3ccccc23)C(=O)N1CCOc1ccc(F)cc1 (centres undefined)	0	-1	-12	-8	-3	1	4	2	12	-8	1.8
32	O=C(O)c1cc2nc3c(c(C(F)(F)F)n2n1)CCCC3	4	2	-30	8	11	-3	2	19	2	-1	-0.1
39	COc1ccc(NS(=O)(=O)c2ccc(O)c(NC(=O)c3cc4c(C)nn(-c5ccc(F)cc5)c4s3)c2)cc1	1	-4	-20	41	x	11	6	4	19	-5	0.9
44	Cc1cc(C)n(CCNC(=O)c2cc(COc3c(F)cccc3F)on2)n1	4	0	17	-80	-6	5	-12	-12	1	1	1.4
